# LGR2 antag: Drosophila LGR2 receptor signaling inhibition; 0.35% of 380,000 active; HEK293 LGR2, CRE-luciferase, bursicon-stimulated, 4 h; inhibition, % at 9.99 µM;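 active means drop in luminescence signal, shown as inhibition above about 50% in the replicate tests, limit read from the data, passing the limit was not always enough; inconclusive means probably only some replicates passing the limit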;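 further: agonist challenge used bursicon conditioned medium at about half maximal strength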
# Cneo AK release: Cryptococcus neoformans lysis via adenylate kinase release; C. neoformans lysis, adenylate kinase release luminescence, 4 h; normalised: neutral wells 0, clomiphene wells 100; lysis activity, % at 15 µM; 0.2% of 360,000 active; AID 651654;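 active means mean lysis activity across replicates of at least 80%, whatever share of replicates individually reach that level; inactive means mean lysis activity below 80%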
#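 Assay system: Cryptococcus neoformans yeast cells / Dosing: single-point compound dose / Timing: 4 h at 37 °C static, read 1 h later / Measured by: luminescence of released adenylate kinase using an AK detection reagent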
# ERAP1 HTS inh: ERAP1 (human) enzyme inhibition; recombinant ERAP1, Leu-AMC fluorescence, 60 min; inhibition, % at 10.7 µM; 0.15% of 340,000 active;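 active means mean replicate inhibition of at least 30%, or all replicates individually reaching that 30% level; inactive means mean below 30% and not every replicate reaching it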;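 further: 0% = neutral control wells and 100% = L-leucinethiol positive control wells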
# S100A4 inh HTS: inhibitors of human S100A4 binding to myosin IIA peptide; P26447; AID 652163; 0.14% of 360,000 active; S100A4/TAMRA-MyoIIA peptide fluorescence polarization; inhibition, % at 10.7 µM;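 active means mean inhibition of at least 70% across replicates, with every replicate also reaching that level; inconclusive means mean inhibition reaches 70% but some replicates fall short; inactive means mean inhibition below 70%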
# Target sequence (P26447 whole entry, looked up): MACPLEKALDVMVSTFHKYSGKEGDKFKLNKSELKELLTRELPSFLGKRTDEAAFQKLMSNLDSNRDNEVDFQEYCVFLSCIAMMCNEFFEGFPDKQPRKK
#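 Material: human S100A4 monomer with TAMRA-labelled myosin IIA peptide; buffer or medium: HEPES pH 7.2 with CaCl2, KCl, NaCl, DTT, Triton; compound dosing: one concentration per compound; schedule: 5 min incubation before reading; benchmarks: neutral control DMSO, positive control TFP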
# Xi reactivation: activators of X-chromosome reactivation in mouse fibroblasts; activation, % at 7.58 µM; AID 743238; 0.055% of 360,000 active; XiGFP mouse fibroblasts, % GFP-positive cells imaging, 3 d; cells co-treated with 5-aza-dC sensitizer; scaled so ellipticine positive control = 100%;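 active means mean normalized replicate activation at least 10% and every replicate at or above 10%; inconclusive means only one of the two criteria met; inactive means mean below 10% and not all replicates reach 10%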;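 further: 0% = median of on-plate neutral control wells and 100% = ellipticine 6 µM median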
#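 Material: XiGFP fibroblasts, SV40-immortalized; Buffer or medium: DMEM containing 5-aza-dC; Compound dosing: single point; Times: 3 days compound exposure.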
# PGC1a acetyl inh: lowers PGC1a acetylation signal in U2OS cells; inhibition, % at 15.6 µM; 0.17% of 350,000 active; AlphaScreen anti-acetyl-lysine; with virally co-expressed GCN5 acetyltransferase;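 active means every replicate shows inhibition of at least 40%; inconclusive means mean inhibition at least 40% but some replicate below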;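 further: 0% = neutral control wells and 100% = positive control wells; some results beyond the cut were filed as inactive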
# SIRT5 block: inhibitors of human sirtuin-5 desuccinylase; Q9NXA8; Purified SirT5, succinyl-peptide AMC, trypsin-coupled fluorescence; inhibition, % at 15 µM; 1.1% of 330,000 active; AID 652115; in the data active means inhibition above about 15%; inconclusive means no clear call, values can overlap the other calls
# Target sequence (Q9NXA8 whole entry, looked up): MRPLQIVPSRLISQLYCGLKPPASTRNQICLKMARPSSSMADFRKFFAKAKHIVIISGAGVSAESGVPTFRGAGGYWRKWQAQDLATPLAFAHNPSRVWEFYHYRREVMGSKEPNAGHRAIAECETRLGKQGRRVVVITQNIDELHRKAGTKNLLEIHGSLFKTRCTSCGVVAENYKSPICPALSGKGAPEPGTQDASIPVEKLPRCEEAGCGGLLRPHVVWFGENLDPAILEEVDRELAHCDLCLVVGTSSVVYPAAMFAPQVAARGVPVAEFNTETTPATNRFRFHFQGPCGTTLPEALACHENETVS
# C2C12 statin: protects C2C12 myotubes from simvastatin toxicity; ATP luminescence, 48 h; scaled: DMSO 0, geranylgeraniol control 100; rescue of ATP level, % at 7.49 µM; 0.78% of 330,000 active; AID 602340;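 active means mean ATP rescue above about 67%, or every replicate alone reaching that limit, limit read from the data, passing the limit was not always enough; inconclusive means no clear call, values can overlap the other calls; inactive means mean under the limit and some replicate under it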;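 further: myotubes were challenged with 10 µM simvastatin during compound exposure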
# * hit, by the source's call; ? = inconclusive; . = not tested or not shown; & = joins results of further samples. This is a subset; count on the stated rates, not on these rows.
item	smiles	LGR2 antag	Cneo AK release	ERAP1 HTS inh	S100A4 inh HTS	Xi reactivation	PGC1a acetyl inh	SIRT5 block	C2C12 statin
1	O=C(O)CC(NC(=O)C12CC3CC(CC(C3)C1)C2)c1ccc(F)cc1 (stereo not drawn)	-16	-1	-1	14	-0.1	-1	-1	-3
2	CN=C1SC(CC(=O)Nc2ccccc2F)C(=O)N1/N=C/c1ccc(O)c(OC)c1 (stereo not drawn)	-14	.	3	-4	0.0	.	-7	.
3	Cc1c(NC(=O)c2ccc(Cl)c(S(=O)(=O)N3CCCCC3)c2)c(=O)n(-c2ccccc2)n1C	13	-1	2	-5	0.0	5	-3	-3
4	CC(C)NC(=O)Nc1ccc2c(c1)C(=O)N([C@H](C)CO)C[C@H](C)[C@H](CN(C)S(=O)(=O)c1cn(C)cn1)OCCCC[C@H](C)O2	-4	-8	1	6	0.0	-3	-1	.
5	C[C@H]1CN([C@@H](C)CO)C(=O)c2cc(-c3ccccc3F)cnc2O[C@@H]1CN(C)C(=O)NC1CCCCC1	-2&-9	0&8&-1	13&-4&3	0&-12&0	-1.1	-6&-10&4	7&7&-8	-2
6	CCCCCCn1c(CN2CCC(C)CC2)nc2c1c(=O)n(C)c(=O)n2C	.	-2	0	0	.	-11	-2	-1
7	C[C@@H]1CN([C@H](C)CO)C(=O)c2cc(NC(=O)c3ccncc3)ccc2O[C@@H]1CN(C)S(=O)(=O)c1cccs1	4	1	2	-57	-0.8	-1	-9	12
8	COc1cc(NC(=O)c2ccc(-c3cnn(C)c3)c3ccoc23)cc(OC)c1OC	-19	-4	1	-2	0.5	-25	-5	-4
9	O=C1/C(=C\c2cccs2)Sc2ccc3ccccc3c21	-9	.	.	.	0.0	-5	.	34
10	COCCSc1ccccc1C(=O)NCc1ccco1	-7	-1	.	.	.	1	.	-1
11	COc1ccc(N(CC(=O)NC(C)C)S(=O)(=O)c2ccc(NC(C)=O)cc2)cc1	-4	0	-2	2	.	.	-4	6
12	CC=Cc1ccc2n(c1=O)C[C@H]1[C@H](CO)[C@@H](C(=O)NCC3CCCCC3)[C@@H]2N1C(C)=O (mixture of isomers)	-7	0	8	2	0.2	.	-14	-5
13	CCNC(=O)C[C@@H]1C=C[C@H](NC(=O)C2CCC2)[C@H](CO)O1	3	0	1	-4	-0.3	-2	1	2
14	CCN(CC)S(=O)(=O)c1ccc(C(=O)OCC(=O)Nc2ccc(-c3nc4ccc(C)cc4s3)cc2)cc1	?	-13	9	-8	0.3	1	-3	.
15	Cc1ccc(C(=O)COC(=O)c2nc(Cl)ccc2Cl)cc1	11	.	0	0	0.1	4	-2	.
16	Cc1cc(C)cc(N(CC(=O)NCc2ccco2)C(=O)CCC(=O)Nc2ccccn2)c1	-18	2	.	.	.	7	.	9
17	CC(=O)C1C(c2ccc(O)cc2)NC(=O)NC1(O)C(F)(F)F (stereo not drawn)	.	0	1	-2	0.0	5	10	33
18	COc1ccc(CN(C)C[C@H]2Oc3c(NS(=O)(=O)c4ccc(F)cc4)cccc3C(=O)N([C@@H](C)CO)C[C@@H]2C)cc1	4	1	-4	3	0.8	-2	-3	31
19	COc1cc(F)cc(-c2ccc3c(c2)c(-c2cccs2)c(-c2cc(OC)cc(OC)c2)n3C)c1	0	2	-4	-7	0.0	.	.	-86
20	CCCc1[nH]n(-c2nc3ccccc3s2)c(=O)c1C=NCCCOC	-5	1	.	-2	-0.2	-1	3	-5
21	C[C@@H]1CN([C@@H](C)CO)S(=O)(=O)c2ccc(C3=CCCCC3)cc2O[C@H]1CN(C)C(=O)Nc1ccc2c(c1)OCO2	32	1	0	2	0.8	-3	10	-22
22	CSc1nc2ccccc2n1CC(=O)Nc1ccc(C)c(C)c1	3	.	-1	-11	-0.1	.	-2	.
23	COc1ccc(N2CCN(C(=O)CN3c4cccc5cccc(c45)S3(=O)=O)CC2)cc1	-7	-1	-1	-20	0.0	8	0	1
24	CC(C)NC(=O)Nc1ccc2c(c1)CC(=O)N([C@@H](C)CO)C[C@H](C)[C@@H](CN(C)S(=O)(=O)c1ccccc1)O2	-28	-3	-3	2	-0.1	0	0	-8
25	CCOC(=O)c1cc(-c2ccccc2C)n(CC2CC(c3cccc([N+](=O)[O-])c3)=NO2)n1 (stereo not drawn)	.	0	1	-2	0.4	-16	6	6
26	Cc1cc(C)c(OCC(=O)OC(C)C(=O)NC2CC2)c(C)c1 (stereo not drawn)	-24	2	-7	14	0.0	.	-3	3
27	CNC[C@@H]1Oc2ccc(NC(=O)Nc3ccc(OC)cc3)cc2CC(=O)N([C@H](C)CO)C[C@H]1C	12	-2	1	-6	0.9	-22	-4	4
28	COc1ccc(C)cc1NS(=O)(=O)c1ccc(Cl)nc1	-7	0	-7	-8	0.0	-1	-2	2
29	CCOC(=O)C1(C)CCCN1C(=O)c1ccc(Cl)nc1 (stereo not drawn)	16	1	-2	-9	-0.1	-7	.	-1
30	Cn1c(=O)oc2cc(S(=O)(=O)NCCC(=O)NC3CCCc4ccccc43)ccc21 (stereo not drawn)	.	-1	5	-3	.	-6	2	-7
31	CN(C(=O)c1cccc(NC(=O)Cc2ccc(NC(=O)C3CCN(C(=O)C4CCCC4)CC3)cc2)c1)C1CCC1	8	0	-5	-1	.	3	-6	0
32	CC(=O)N(C)C[C@H]1Oc2ncc(C#Cc3ccccn3)cc2C(=O)N([C@@H](C)CO)C[C@@H]1C	7	2	0	14	-0.2	-10	6	16
33	CC1CCC2(CC1)NC(=O)N(CC(=O)Nc1sc3c(c1C(N)=O)CCC3)C2=O (stereo not drawn)	.	.	0	-13	0.0	.	7	.
34	O=C(c1ccc(-c2ccccc2)cc1)N1CCN(c2ccc3c(c2)C2CC3CCN2C(=O)OCc2ccccc2)CC1 (stereo not drawn)	7	2	.	-5	-0.1	-17	-7	9
35	COc1ccc(S(=O)(=O)N2CCCCCC2)cc1NC(=O)CN1C(=O)NC(C)(c2ccc(C)cc2)C1=O (stereo not drawn)	4	1	0	0	-0.1	.	1	-9
36	O=C(NC[C@@H]1[C@@H](c2ccccc2)[C@@H](CO)N1CC1CCCC1)c1ccccc1	-13	0	-1	5	0.2	-2	-2	17
37	Cc1nn(C)c(C)c1CNC(=O)c1nn2c(c1Cl)NC(c1cccs1)CC2C(F)(F)F (stereo not drawn)	18	-1	8	0	.	3	1	-3
38	Cc1[nH]nc(NCCO)c1[N+](=O)[O-]	13	3	-3	7	-0.1	0	-1	19
39	CN(C)CC(=O)c1c(N)n(Cc2ccccc2)c(=O)n(C)c1=O	-2	.	1	-3	0.0	0	0	.
40	COCC#Cc1ccc([C@H]2[C@H]3CN(C(=O)C4CCCCC4)CC(=O)N3[C@H]2CO)cc1	3	.	-3	13	0.0	-2	-2	.

# Three of the entries above in order of the S100A4 inh HTS value, low to high:
no. | structure | LGR2 antag | ERAP1 HTS inh | S100A4 inh HTS | PGC1a acetyl inh | SIRT5 block
37 | Cc1nn(C)c(C)c1CNC(=O)c1nn2c(c1Cl)NC(c1cccs1)CC2C(F)(F)F (stereo not drawn) | 18 | 8 | 0 | 3 | 1
11 | COc1ccc(N(CC(=O)NC(C)C)S(=O)(=O)c2ccc(NC(C)=O)cc2)cc1 | -4 | -2 | 2 | . | -4
40 | COCC#Cc1ccc([C@H]2[C@H]3CN(C(=O)C4CCCCC4)CC(=O)N3[C@H]2CO)cc1 | 3 | -3 | 13 | -2 | -2

# Further records
item	smiles	LGR2 antag	Cneo AK release	ERAP1 HTS inh	S100A4 inh HTS	Xi reactivation	PGC1a acetyl inh	SIRT5 block	C2C12 statin
41	C[C@@H]1CCCCO[C@@H](CN(C)S(=O)(=O)c2cn(C)cn2)[C@H](C)CN([C@H](C)CO)C(=O)c2cc(NS(=O)(=O)c3ccc(Cl)cc3)ccc2O1	-18	-3	-2	3	0.4	-5	-13	.
42	O=C(C[C@H]1CC[C@@H]2[C@H](COC[C@@H](O)CN2S(=O)(=O)c2ccccc2)O1)N1CCOCC1	-4	1	-7	7	0.5	-3	3	-13
43	CC1Nc2ncnc(N3CCc4ccccc4C3)c2N(Cc2ccc(Cl)cc2)C1=O (stereo not drawn)	-7	-1	-2	-20	.	8	-1	4
44	CCOc1ccc(S(=O)(=O)NCCC(=O)NCCCSc2ccccc2)cc1	-3	.	3	-4	0.1	.	-3	.
45	Clc1ccc(Cl)c(OCc2cc(-c3ccccc3Cl)on2)c1	-56	0	.	.	.	-16	.	-7
46	CCN(CC)S(=O)(=O)c1cccc(-c2n[nH]c(=S)n2C)c1	.	.	11	0	0.2	.	0	.
47	Cc1c(CC(=O)NCCCO)c(=O)oc2cc3c(cc12)CCC(C)(C)O3	-5	-1	-2	-4	0.0	-3	-48	-17
48	COc1cccc(C(=O)N[C@H](C(=O)N2CCC[C@H]2C(=O)NCCc2ccccc2Cl)c2ccccc2)c1	-1	.	3	28	0.4	.	2	.
49	CO[C@@H]1CN(C)C(=O)c2cc(NC(=O)Nc3ccc(Cl)cc3)ccc2OC[C@H](C)N(C)C[C@H]1C	-3	.	.	.	0.0	4	.	-44
50	O=C(Nc1cccc(-c2cn3ccccc3n2)c1)c1cc2ccccc2oc1=O	-39	6	3	-1	.	.	19*	.
51	Cn1cnnc1SCC(=O)NCCC1=CCCCC1	.	3	-2	-5	0.3	3	-5	6
52	Nn1c(COc2ccccc2F)nnc1SCC(=O)NC1CCCC1	-3	4	2	0	0.3	.	2	1
53	NC(=S)NNc1c(F)c(F)c(F)c(F)c1F	32	.	6	6	0.5	.	1	.
54	CCOc1ccc(CC(=O)N2N=C(C)CC2(O)C(F)(F)F)cc1 (stereo not drawn)	-3	.	3	3	0.0	.	-1	.
55	CCCC(=O)N/C(N)=N/c1nc(C)c2ccccc2n1	.	2	0	4	-0.1	-1	-2	-16
56	COCc1cc(C)nc2sc(C(=O)NN)c(-n3cccc3)c12	-10	.	-2	1	0.2	5	.	.
57	CCC(c1nnc(SCC(=O)Nc2cccnc2Cl)n1-c1ccccc1)N(C)C (stereo not drawn)	0	.	-1	1	0.2	.	0	.
58	CNC(=O)CSc1nnc(-c2ccccc2)n1C	-15	0	5	-1	0.1	-12	-6	4
59	Cc1ccccc1NC(c1cccc(Cl)c1)c1nnnn1C1CCCCC1 (stereo not drawn)	8	7	2	1	0.1	-5	4	.
60	COc1ccc(-c2[nH]c(-c3ccc(C)cc3)nc2SCC(=O)NC2CCCC2)cc1	.	2	-1	-3	-0.1	.	0	-56
61	CSCCC(NC(=O)c1ccccc1Br)C(=O)NNC(=O)c1cc(C)oc1C (stereo not drawn)	-2	-1	0	-3	0.0	4	0	-21
62	CNC(=S)N1CCc2cc(OC)c(OC)cc2C1COc1ccc(OC)cc1 (stereo not drawn)	-9	.	-1	-14	0.1	.	-2	.
63	CS(=O)(=O)N1CCC(C(=O)Nc2cccc([N+](=O)[O-])c2)CC1	-19	0	7	1	0.1	1	1	8
64	C[C@@H]1CCCCO[C@H](CN(C)C(=O)Nc2ccc3c(c2)OCO3)[C@H](C)CN([C@H](C)CO)C(=O)c2cc(NC(=O)C3CCCCC3)ccc2O1	3	40	1	-6	0.0	-2	3	.
65	CCNC(=O)N1CCN(c2ccc(N3CCN(Cc4ccccc4)[C@@H](C)C3)c(C)c2)[C@H](C)C1	20	.	2	-16	0.1	.	0	.
